# High-throughput results: PubChem BioAssay, National Center for Advancing Translational Sciences (NCATS)
# BRCA1 expr act: activators of BRCA1 expression; MCF7-BRCA1-FFLuc reporter, luminescence, 48 h; response scale: scaled: vehicle 0%, 10 µM genistein 100%; Potency, µM (titrated, usually from 46.1 µM), inactives show at the highest dose activation, hits mostly activators; hit rate 1.1% among 380,000; AID 624202; also: potency is read from the fitted curve at half-maximal effect; nearly all actives have a fitted effect of over 80% in size; some results filed as inactive show a strong effect at the top dose
#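 Quantitative HTS in MCF7 cells stably reporting BRCA1 expression via firefly luciferase. Compound treatment lasts 48 h at 37 °C in phenol-red free MEM. Activation is expressed relative to genistein at 10 microM and DMSO.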
# ELG1 genotoxic: induces genotoxicity in HEK293T cells with luciferase-tagged ELG1 | hit rate 1.3% among 330,000 | AID 504466 | Potency, µM (top dose mostly 46 µM), for inactives: at the top dose activity change, positive = activation, hits mostly activators | HEK293T ELG1-luciferase reporter, luminescence, 16 h; also: potency is read from the fitted curve at half-maximal effect; % of control where 0% means no effect; nearly all actives have a fitted effect of over 60% in size
#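 Genotoxic stress is detected as increased luminescence from luciferase-tagged ELG1 in HEK293T cells, measured with ONE-Glo after a 16 hr treatment at 37 °C.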
# NPC1 prom act: activators of NPC1 promoter. Huh7 NPC1 promoter luciferase reporter, 24 h. Potency, µM (highest dose often 9.22 µM), without a hit: at the highest dose activation, hits mostly activators. hit rate 2.4% among 320,000;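 also: potency is read from the fitted curve at half-maximal effect; % of control where 0% means no effect; nearly all actives have a fitted effect of over 60% in size; reporter is driven by a mutant NPC1 promoter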
#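 Stable NPC1-promoter luciferase Huh7 line; cpd (DMSO) 24 h, 37 °C, 5% CO2; Amplite luciferase reagent 10 min RT; luminescence readout. qHTS format.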
# Gal4-VP16 FLuc: Gal4-VP16 reporter inhibition counter-screen | Drosophila S2 Gal4-VP16 UAS-luciferase, luminescence, 20 h | Potency, µM (titrated, usually from 53.6 µM), without a hit: at the highest dose activity, negative = inhibition, actives largely listed as inhibitors | hit rate 3.5% among 310,000;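 also: Gal4-VP16 expression switched on by copper sulfate through the metallothionein promoter; potency is read from the fitted curve at half-maximal effect; % is scaled to controls: 0 for no effect and ±100 for the full control effect; nearly all actives have a fitted effect of over 50% in size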
# PKM2 act: PKM2 (human) enzyme activation | P14618 | purified PKM2, Kinase-Glo ATP luminescence, activation; response scale: 0% is enzyme alone, no compound | Potency, µM (highest dose often 57.5 µM), inactives show at the top dose activation, most hits filed as activators | hit rate 0.34% among 260,000 | AID 1631; also: potency is read from the fitted curve at half-maximal effect; % is scaled to controls: 0 for no effect and ±100 for the full control effect; nearly all actives have a fitted effect of over 55% in size
# Target sequence (P14618 whole entry, looked up): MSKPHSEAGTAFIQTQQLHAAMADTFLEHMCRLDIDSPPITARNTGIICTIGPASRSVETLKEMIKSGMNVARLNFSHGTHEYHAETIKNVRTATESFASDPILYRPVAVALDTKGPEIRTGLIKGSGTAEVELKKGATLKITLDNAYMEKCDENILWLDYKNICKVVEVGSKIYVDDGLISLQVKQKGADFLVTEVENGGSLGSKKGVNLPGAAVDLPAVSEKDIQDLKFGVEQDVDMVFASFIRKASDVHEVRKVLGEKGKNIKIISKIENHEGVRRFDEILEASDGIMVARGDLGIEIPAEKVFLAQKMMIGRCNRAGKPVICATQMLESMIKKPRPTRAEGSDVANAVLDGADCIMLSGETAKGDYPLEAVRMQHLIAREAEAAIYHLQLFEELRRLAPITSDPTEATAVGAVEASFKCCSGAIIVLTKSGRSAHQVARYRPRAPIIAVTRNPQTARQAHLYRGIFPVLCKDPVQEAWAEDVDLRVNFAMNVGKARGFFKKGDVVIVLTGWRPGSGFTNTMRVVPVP
#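 hPK-M2, >95% pure; 0.1 mM ADP / 0.5 mM PEP final; imidazole pH7.2 buffer w/ 7 mM MgCl2, 50 mM KCl; 1 h RT; Kinase-Glo lum. Intermediate enzyme activity for dual inhibitor/activator qHTS.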
# Menin-MLL TR inh: displaces Texas Red mutant MLL peptide from human menin; O00255; Menin + Texas Red MLL mutant peptide, fluorescence polarization; Potency, µM (top dose mostly 61.6 µM), inactives show at the top dose FP activity change, negative = inhibition, most hits filed as inhibitors; hit rate 0.23% among 270,000; AID 1768; active = well fitted inhibition curve with a large enough effect in the polarisation, with a control signal flat, not every such curve was filed as active; inconclusive = small, poorly fitted or top-dose-only effect, or effect the other way, or a change in a side signal; inactive = no such curve, though single readings can be large or run the other way; the % refers to the polarisation; also: potency is read from the fitted curve at half-maximal effect; % of control where 0% means no effect; many of its hits are not listed in these tables
# p53 reactivation: mutant p53 re-activation in reporter cells; AID 504706; Potency, µM (top dose mostly 92.2 µM), without a hit: top-dose activity change, positive = activation, hits mostly activators; H1299 p53-A138V BP100-luciferase reporter, luminescence, 24 h; hit rate 0.063% among 320,000; also: potency is read from the fitted curve at half-maximal effect; % of control where 0% means no effect; nearly all actives have a fitted effect of over 45% in size
#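 p53-null H1299 cells stably carrying temperature-sensitive p53-A138V and a BP100-luciferase reporter were pinned with compounds (4-point, 1:5 series) and held 24 hrs at 37 deg C. Luminescence was read 10 min after detection reagent.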
# Rab9 promoter act: Rab9 promoter activation | hit rate 2.8% among 320,000 | AID 485297 | Potency, µM (series often up to 9.22 µM), for the others: at the highest dose activation, negative = inhibition, hits mostly activators | Huh7 Rab9 promoter-luciferase reporter, luminescence, 24 h; also: potency is read from the fitted curve at half-maximal effect; % of control where 0% means no effect; nearly all actives have a fitted effect of over 60% in size
#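 Cell-based reporter: Huh7 stable for Rab9 promoter-driven luciferase, plated in reduced-serum medium with 10% FBS at 1500 cells/well, compound-treated 24 h at 37 °C, luminescence read after 10 min reagent.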
# FLuc modulator: counter-screen for miR-21 project: firefly luciferase inhibitors or activators; P08659; purified FLuc, Km substrates, luminescence inhibition; Potency, µM (titrated, usually from 57.5 µM), without a hit: top-dose activity change, negative = inhibition, actives largely listed as inhibitors; hit rate 6.9% among 360,000;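 also: potency is read from the fitted curve at half-maximal effect; plate controls were vehicle for no effect and reference inhibitor for full effect; nearly all actives have a fitted effect of over 55% in size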
#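 Purified P. pyralis luciferase (10nM final) with 10uM D-luciferin and 10uM ATP (Km levels) in 50mM Tris acetate pH 7.5, 10mM Mg acetate, 0.01% Tween-20, 0.05% BSA; qHTS 6-point titration, ~60 µM downward; luminescence read.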
# Giardia killer: kills Giardia lamblia | Giardia lamblia trophozoite viability | activity change, % at 7.66 µM, hits read low | hit rate 0.15% among 340,000; in the data active = activity change below about -80%; inconclusive = between about -30% and that limit;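 also: parasites exposed to compound for two days anaerobically before the ATP read; % is scaled to controls: 0 for no effect and ±100 for the full control effect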
#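 Trophozoite viability was measured as ATP-dependent luminescence, read 15-30 min after reagent addition. Before that, parasites at 100 cells/well were exposed to compounds for 48 h, anaerobically, at 37 deg C.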
# RORgamma inh: blocks mouse ROR gamma transcriptional activity | P51450 | AID 2551 | Potency, µM (series often up to 53.6 µM), without a hit: top-dose activity change, negative = inhibition, usual class: inhibitors | Drosophila S2 Gal4-RORgamma UAS-luciferase reporter, 20 h | hit rate 5.4% among 310,000; also: potency is read from the fitted curve at half-maximal effect; % is scaled to controls: 0 for no effect and ±100 for the full control effect; nearly all actives have a fitted effect of over 60% in size
# Target sequence (P51450 whole entry, looked up, the tested form may be a part): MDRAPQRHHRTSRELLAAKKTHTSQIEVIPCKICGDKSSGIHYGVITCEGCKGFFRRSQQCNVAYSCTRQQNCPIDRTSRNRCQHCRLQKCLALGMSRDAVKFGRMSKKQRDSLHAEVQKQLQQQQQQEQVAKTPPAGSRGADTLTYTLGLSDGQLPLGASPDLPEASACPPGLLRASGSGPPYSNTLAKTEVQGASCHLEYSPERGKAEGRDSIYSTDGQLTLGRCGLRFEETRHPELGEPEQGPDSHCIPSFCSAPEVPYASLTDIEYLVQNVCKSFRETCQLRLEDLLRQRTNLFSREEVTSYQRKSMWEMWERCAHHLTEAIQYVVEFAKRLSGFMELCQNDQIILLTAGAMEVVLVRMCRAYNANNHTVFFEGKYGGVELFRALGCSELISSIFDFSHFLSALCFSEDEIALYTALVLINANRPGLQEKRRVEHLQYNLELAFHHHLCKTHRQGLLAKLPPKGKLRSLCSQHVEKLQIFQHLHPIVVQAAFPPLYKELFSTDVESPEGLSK
#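 A Gal4/UAS one-hybrid system in insect cells: metallothionein-promoter Gal4–ROR gamma fusion plus Photinus luciferase reporter. Copper sulfate 700 uM final, 20 hr ambient incubation, luminescent detection after 10 min with reagent.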
# * marks the source's active call; other numbers are inactive results; ? = inconclusive; nt = not tested or not shown; & = joins results of further samples; [ ] = remark or other dose. Unless noted, calls follow the shape of the dose curve; as a rule, active = well fitted curve in the direction sought with a large enough effect; inconclusive = small, poorly fitted or top-dose-only effect, or another doubt; inactive = no such curve, though single readings can be large; an effect the other way counts as inactive or inconclusive. This is a subset; count on the stated rates, not on these rows.
SMILES,BRCA1 expr act,ELG1 genotoxic,NPC1 prom act,Gal4-VP16 FLuc,PKM2 act,Menin-MLL TR inh,p53 reactivation,Rab9 promoter act,FLuc modulator,Giardia killer,RORgamma inh
Cc1ccc(SCc2c(-c3ccccc3)nn(C)c2Cl)cc1,1.4%,-4.0%,-0.9%,3.3%,0.4%,2.2%,-2.4%,-0.3%,-1.5%,0.4,13.1%
COC(=O)c1ccc(CSc2nnc(NCc3ccccc3)s2)o1,32.2%,7.5%,5.9%,5.4%,-2.3%,-6.6%,0.0%,-1.4%,?,-5.7,-3.6%
Cc1c(OCC(=O)N2CCC(C(N)=O)CC2)ccc2c3c(c(=O)oc12)CCCC3,1.1%,11.0%,2.5%,-6.7%,-3.9%,13.6%,5.1%,0.5%,-16.2%,-8.4,2.1%
Cc1cccc(N2CCN(S(=O)(=O)c3ccc4c(c3)NC(=O)C(C)S4)CC2)c1C (configuration not stated),-12.5%,4.3%,-1.2%,-9.1%,nt,26.2%,7.0%,-0.1%,1.7%,17.1,35.6%
O=C1NC(=Nc2cccc(O)c2)S/C1=C\c1cccnc1,68.6%,9.2%,-4.8%,-1.9%,-2.0%,nt,3.8%,0.6%,-24.9%,12.8,0.5%
Cc1ccc(NC(=O)CN2CCOCC2)cc1,12.3%,3.7%,-5.7%,4.7%,nt,12.8%,11.1%,1.5%,-0.2%,6.7,-1.2%
O=C(Nc1ccc2[nH]ncc2c1)C1CCC1,2.7%,-8.7%,9.3%,3.4%,0.0%,5.2%,-30.2%[inhibitor],-2.7%,-13.1%,12.9,23.5%
COCCNC(=O)c1ccc(C2SCC(=O)N2Cc2ccco2)cc1 (configuration not stated),-3.2%,-1.3%,4.5%,-13.0%,1.6%,0.9%,0.9%,-1.7%,-0.9%,20.0,-39.2%
CCCC(=O)N=C1SC2CS(=O)(=O)CC2N1c1ccc(CC)cc1 (configuration not stated),-11.9%,0.2%,2.1%,-7.1%,0.1%,-2.4%,-2.4%,5.0%,8.2%,-10.5,-1.4%
CC(C)Cn1c(=O)n(C)c(=O)c2[nH]cnc21,24.3%,8.1%,-0.4%[46.1 µM],-1.7%&-4.2%&5.6%&5.0%,-4.6%,-0.8%&16.4%&-0.5%&1.5%,-4.3%,-11.4%[46.1 µM],6.4%,-28.6,-18.3%&-16.2%&-1.1%&3.4%
N#CCCn1cc(C=C(C#N)C#N)c(-c2ccc(Cl)cc2)n1,-1.5%,-0.1%,1.8%,?,2.8%,49.8%[activator],0.8%,-4.4%,?,-25.7,-131.5%
Cc1cc(C)cc(N(CC(=O)N2CCCC2)S(C)(=O)=O)c1,-20.0%,-6.4%,-4.7%,18.2%,-0.1%,0.3%,4.3%,3.6%,0.2%,1.9,-5.7%
Cc1cccc(Oc2ncnc(N)c2[N+](=O)[O-])c1,11.9%,-6.8%,-0.8%,-7.2%,-0.2%,6.6%,?,-3.7%,2.4%,-3.9,?
O=C(NC(=S)NNC(=O)c1cccs1)c1ccco1,-43.0%,-0.5%,2.4%,?,-13.1%,7.1%,12.4%,2.6%,-18.8%,13.4,2.82µM*
O=C(Cn1cnc2ccccc2c1=O)NCc1ccc2c(c1)OCO2,0.0%,-0.4%,1.5%,5.3%,-2.5%,2.2%,-9.6%,-7.4%,-2.7%,12.4,-11.8%
Cc1cc2c(OCC(O)CNC3CCCCC3)cccc2[nH]1 (configuration not stated),-5.0%,1.8%,8.5%,6.4%,-8.1%,0.5%,1.4%,-8.5%,-0.4%,1.0,-8.6%
CCc1c(C(C)S(=O)(=O)c2ccc(C)cc2)[nH]c(=O)n1-c1ccc(C)cc1 (configuration not stated),3.7%,-3.0%,-2.6%,6.3%,5.4%,-6.8%,-1.7%,-6.7%,5.2%,5.7,?
COc1ccc(-c2nsc3c(N4CCCC4)ncnc23)cc1,45.6%,nt,3.98µM*,-11.5%,-9.9%,7.0%,?,0.112µM*,0.135µM*,?,-16.9%[10 µM]
CCN(CC)C(=O)Oc1cc(COC)nc(-c2ccccc2)n1,-11.3%,1.9%,-5.2%,-7.3%,-0.6%,nt,-1.4%,-10.4%,1.0%,-1.9,-20.2%
O=C(COc1ccc(Cl)cc1Cl)Nc1cccnc1,13.2%,?,17.9%,-1.4%[10 µM],-3.5%,-5.7%,21.5%,-4.6%,6.75µM*,?,13.4%

# The last two entries of the part above are carried over, then new ones follow:
SMILES,BRCA1 expr act,ELG1 genotoxic,NPC1 prom act,Gal4-VP16 FLuc,PKM2 act,Menin-MLL TR inh,p53 reactivation,Rab9 promoter act,FLuc modulator,Giardia killer,RORgamma inh
CCN(CC)C(=O)Oc1cc(COC)nc(-c2ccccc2)n1,-11.3%,1.9%,-5.2%,-7.3%,-0.6%,nt,-1.4%,-10.4%,1.0%,-1.9,-20.2%
O=C(COc1ccc(Cl)cc1Cl)Nc1cccnc1,13.2%,?,17.9%,-1.4%[10 µM],-3.5%,-5.7%,21.5%,-4.6%,6.75µM*,?,13.4%
COc1ccccc1CCNC(=O)C1CCC(=O)N(C2CC2)C1 (configuration not stated),-4.1%,4.3%,-3.7%,-4.2%,nt,2.3%,9.2%,7.9%,1.2%,-13.8,-11.4%
CC(=O)c1cccc(N(C(=O)c2ccccn2)C(C(=O)NC2CCCCC2)c2ccccc2)c1 (configuration not stated),-11.0%,-5.5%,-0.1%,-0.4%,nt,nt,-2.8%,-0.5%,-0.3%,10.8,5.6%
Cc1nnc2n(C3CCCCC3)c(=O)c3c4c(sc3n12)COC(C)(C)C4,-19.5%,1.6%,-2.1%,-1.9%,0.0%,13.4%,-19.5%,0.5%,-1.2%,-3.2,-2.4%
COc1ccc(CCN2C(=O)N[C@@H](C(C)C)C2=O)cc1,8.8%,1.0%,-5.5%,7.0%,nt,10.0%,3.8%,-13.9%,0.8%,?,10.2%
CC(C)(C)C(=O)NC(=S)NNC(=O)c1sc2ccccc2c1Cl,-93.0%[inhibitor],?,-8.9%,0.562µM*,-1.4%,?,?,-5.9%,?,-8.2,0.631µM*
CCC(C)Sc1ccc([C@H]2N[C@@](C)(C(=O)OC)[C@H]3C(=O)N(CC)C(=O)[C@@H]23)cc1 (some centres not stated),9.2%,1.3%,-0.1%,nt,nt,nt,-1.6%,-2.9%,1.6%,-11.1,nt
CN(C)S(=O)(=O)N1CCCN(S(=O)(=O)N(C)C)CC1,0.6%,1.1%,-3.8%,-4.3%,-0.4%,1.8%,-22.9%,-3.8%,-1.4%,4.4,-22.7%
Cc1ccc(NC(=O)C2CCCN(S(=O)(=O)c3cccs3)C2)cc1 (configuration not stated),-15.2%,-3.6%,1.8%,-3.7%,2.7%,10.2%,-4.3%,-5.8%,5.1%,1.2,23.1%
COc1ccc(-n2nnc3c(=O)n(CC(=O)Nc4ccc5c(c4)OCCO5)cnc32)cc1OC,-19.3%,?,-3.0%,-25.9%,0.8%,nt,15.9%,-1.7%,1.2%,10.3,-42.4%
CCOC(=O)c1c(CN2CCN(Cc3ccccc3)CC2)n(C)c2cc(Br)c(OC)cc12,-39.1%,0.7%,-1.1%,5.3%,0.2%,-10.0%,1.4%,11.8%,0.1%,22.8,-4.1%
Cc1nn(C)c(=S)n1-c1ccc(Cl)cc1,-0.2%,-1.0%,5.6%,-22.1%,-5.2%,-14.9%,0.4%,7.5%,1.6%,2.5,12.9%
CC(=O)C1=C(O)C(=O)N(c2ccc(C)cc2)C1c1ccccn1 (configuration not stated),0.0%,-0.2%,0.8%,-2.5%,-5.1%,30.9%[activator],15.8%,-6.0%,-0.7%,20.6,-28.5%
CCc1cc2c(N3CCN(c4ccccc4)CC3)ncnc2s1,-55.6%,-15.7%,-5.2%,?,6.8%,-16.8%,-4.7%,-13.7%,0.0%,4.4,-3.2%
Cc1ccc(S(=O)(=O)N2CCC(C(=O)NCCCN3CCOCC3)CC2)cc1,-1.0%,-1.4%,-0.2%,nt,nt,nt,6.2%,-2.4%,-0.3%,19.7,nt
Fc1ccccc1NC(=S)NCc1ccc2c(c1)OCO2,-5.4%,4.0%,2.9%,-15.7%,2.7%,-7.7%,-1.2%,-0.3%,-3.3%,-16.4,?
